Screens (PubChem)
OX1R antagonist: OX1R (HCRTR1) antagonists, primary screen, fluorescence, CHO/OX1R cells, Fluo-8 calcium, orexin A. Orexin/Hypocretin receptor type 1 (Homo sapiens), O43613. Fluo-8 calcium fluorescence. inhibition, % at 5 µM. actives 0.43% (n = 330,000). AID 434989, 2010;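 active = inhibition above its plate's threshold, mean inhibition of all tested compounds on the plate plus 3 SD, cut at about 37% in these data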;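 also: 0% = orexin A challenge wells and 100% = SB-334867-A antagonist wells; not every result past the cut was called active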
Target sequence (O43613 whole entry, looked up): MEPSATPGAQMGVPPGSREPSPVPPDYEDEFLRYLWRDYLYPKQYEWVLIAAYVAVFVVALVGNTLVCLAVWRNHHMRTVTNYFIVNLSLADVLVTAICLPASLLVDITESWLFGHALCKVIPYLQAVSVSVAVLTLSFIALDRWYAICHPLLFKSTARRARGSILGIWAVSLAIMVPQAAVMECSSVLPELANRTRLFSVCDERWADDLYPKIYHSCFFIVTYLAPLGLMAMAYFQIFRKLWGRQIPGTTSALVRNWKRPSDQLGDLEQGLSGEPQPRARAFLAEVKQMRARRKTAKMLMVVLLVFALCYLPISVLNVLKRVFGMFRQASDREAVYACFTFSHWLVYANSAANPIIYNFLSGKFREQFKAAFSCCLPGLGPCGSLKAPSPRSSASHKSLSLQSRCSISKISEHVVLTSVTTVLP
CHT PAM: CHT positive allosteric modulators, primary screen, cell-based, membrane potential dye, choline EC20; High affinity choline transporter 1 (Homo sapiens), Q9GZV3; CHT-expressing cells; hits give high values; LV-AA mutant CHT in HEK293 cells; B-score at 10 µM; actives 0.49% (n = 310,000); AID 488977, 2010;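 active = initial fluorescence not abnormally high and integrated response B-score, plate-corrected, over 3 SD above library mean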
Target sequence (Q9GZV3 whole entry, looked up): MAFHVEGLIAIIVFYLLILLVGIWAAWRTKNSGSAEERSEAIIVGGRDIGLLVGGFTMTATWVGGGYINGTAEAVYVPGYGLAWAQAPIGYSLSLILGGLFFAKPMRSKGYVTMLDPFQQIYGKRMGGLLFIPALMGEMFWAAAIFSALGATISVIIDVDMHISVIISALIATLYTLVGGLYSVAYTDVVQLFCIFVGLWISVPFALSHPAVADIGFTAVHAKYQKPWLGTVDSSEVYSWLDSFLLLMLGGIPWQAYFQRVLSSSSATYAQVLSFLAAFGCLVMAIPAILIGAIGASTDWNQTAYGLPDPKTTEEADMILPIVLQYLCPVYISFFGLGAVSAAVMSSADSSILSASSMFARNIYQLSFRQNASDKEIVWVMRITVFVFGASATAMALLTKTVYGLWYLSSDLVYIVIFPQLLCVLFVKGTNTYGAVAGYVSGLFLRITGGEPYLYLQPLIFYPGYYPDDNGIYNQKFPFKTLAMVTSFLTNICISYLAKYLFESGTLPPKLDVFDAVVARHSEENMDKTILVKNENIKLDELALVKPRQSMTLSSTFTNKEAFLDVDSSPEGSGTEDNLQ
* = called active by the depositor.

CCN(CC1CCCN(CCc2cccc(OC)c2)C1)C(=O)c1ccoc1 (stereo not given) was read as OX1R antagonist -32 and CHT PAM inactive.
For Cc1ccc(Cc2nc(-c3cccc(C)c3)no2)cc1 the results were OX1R antagonist -20 and CHT PAM inactive.
Screening COc1ccc(CCN(C)C2CCCN(S(=O)(=O)c3ccc(C)cc3)C2)cc1OC (stereo not given) returned OX1R antagonist -29 and CHT PAM inactive.
Screening Cc1ccc(-c2cnc3cc(C)nn3c2)cc1 returned OX1R antagonist -4 and CHT PAM inactive.
Cc1cc(=O)[nH]c(SCC(=O)NC2CCCc3ccccc32)n1 (stereo not given) was read as OX1R antagonist -24 and CHT PAM inactive.
Oc1ccc(C[C@@H]2CNC(=S)N2CCc2cc(C(F)(F)F)cc(C(F)(F)F)c2)cc1 was read as OX1R antagonist -20 and CHT PAM inactive.
Cc1c(-n2c(CN3C(=O)c4ccccc4C3=O)nc3ccccc3c2=O)c(=O)n(-c2ccccc2)n1C was read as OX1R antagonist 1 and CHT PAM inactive.
CC1CN(C(=O)COC(=O)c2cc(=O)c3ccccc3o2)CC(C)O1 (stereo not given) was read as OX1R antagonist -4 and CHT PAM inactive.
`Cc1nnc(SCc2cc(=O)[nH]c(N3CCN(C)CC3)n2)s1` gave OX1R antagonist -5 and CHT PAM inactive.
Cc1cc(C)cc(Oc2coc3cc(O)ccc3c2=O)c1 was read as OX1R antagonist -10 and CHT PAM inactive.
`Cc1ccc(OCC(=O)Nc2ccccc2N2CCCC2)c(C)c1` gave OX1R antagonist -60 and CHT PAM inactive.
For CCOc1ccccc1NC(=O)Cn1c(=O)oc2ccccc21 the results were OX1R antagonist -13 and CHT PAM inactive.
Cc1c(C)c(C)c(CO/N=C/c2cccs2)c(C)c1C was read as OX1R antagonist -13 and CHT PAM inactive.
`CCCC(=NC(C)CC)C1=C(O)CC(c2ccccc2)CC1=O` (stereo not given) gave OX1R antagonist -16 and CHT PAM inactive.
Cc1cccc([C@@H](NC(=O)OC(C)(C)C)C(=O)OC(C)(C)C)c1 was read as OX1R antagonist -17.
FC(F)Oc1ccc(NC(=S)NN2CCOCC2)cc1 was read as OX1R antagonist -9 and CHT PAM inactive.
CCCCNC(=O)C1C2C=CC3(CN(Cc4ccccc4Cl)C(=O)C13)O2 (stereo not given) was read as OX1R antagonist 5 and CHT PAM inactive.
COc1cc2c(cc1OC)-c1nc3ccccc3c(=O)n1C(C)(C)C2 was read as OX1R antagonist -32 and CHT PAM inactive.
Cc1nnc(SCC(=O)Nc2ccc(S(N)(=O)=O)cc2)n(N)c1=O was read as OX1R antagonist 6.
`Cn1c(CO)nc2cc(N)ccc21` gave OX1R antagonist -6 and CHT PAM inactive.
For CCSc1nnc2ccc(-c3cccs3)nn12 the results were OX1R antagonist 0 and CHT PAM inactive.
Cc1ccc(SCC(=O)OCC(=O)N2CCN(C(=O)c3ccco3)CC2)c(C)c1 was read as OX1R antagonist -28 and CHT PAM inactive.
`CO/C=C\C=C/c1nnn(-c2ccc(Cl)cc2)n1` gave OX1R antagonist 4 and CHT PAM inactive.
Screening C=CCN=C1S/C(=C/c2cccc([N+](=O)[O-])c2)C(=O)N1CC=C returned OX1R antagonist -42 and CHT PAM inactive.
For COc1ccc(CN2CCCC(CO)(Cc3ccc(F)cc3F)C2)cc1 (stereo not given) the results were OX1R antagonist -31 and CHT PAM inactive.
For CCc1ccc(OCc2n[nH]c(=S)n2Cc2ccccc2)cc1 the results were OX1R antagonist -16 and CHT PAM inactive.
COc1ccc(S(=O)(=O)N(C)C)cc1NC(=O)CN1C(=O)NC2(CCCC2)C1=O was read as OX1R antagonist 7 and CHT PAM inactive.
C=CCOc1ccc(-c2nc3c(c(=O)[nH]c(=O)n3CCC)n2CCCC)cc1 was read as OX1R antagonist -17 and CHT PAM inactive.
`COc1cccc(-c2cc(C(=O)N3CCN(S(=O)(=O)c4ccc(Br)cc4)CC3)[nH]n2)c1` gave OX1R antagonist -21 and CHT PAM inactive.
`Cn1c(NC(=O)c2ccccc2Br)cc(=O)n(C)c1=O` gave OX1R antagonist 5 and CHT PAM inactive.
Screening O=C(O)C1CCN(C(=O)c2cccc3ccccc23)CC1 returned OX1R antagonist -11 and CHT PAM inactive.
Screening CCOC(=O)c1c(C)c[nH]c1C returned OX1R antagonist -13 and CHT PAM inactive.
`Cc1ccc(C)c(-n2c(-c3csc(C)c3)n[nH]c2=S)c1` gave OX1R antagonist -16 and CHT PAM inactive.
`Cc1ccc(CNS(=O)(=O)NCc2ccccc2F)cc1` gave OX1R antagonist 5 and CHT PAM inactive.
O=S1(=O)N[C@H](c2ccccc2)C[C@H](c2ccc(C(F)(F)F)cc2)O1 was read as OX1R antagonist -16 and CHT PAM inactive.
Screening Cc1ccc2nc3c(cc(C(=O)NCC4CCCO4)c(=N)n3C3CCCC3)c(=O)n2c1 (stereo not given) returned OX1R antagonist -21 and CHT PAM inactive.
`Cc1ccc(CN2C(=O)C(CC(C)C)Nc3ncnc(N4CCN(c5ccccn5)CC4)c32)cc1` (stereo not given) gave OX1R antagonist -27 and CHT PAM inactive.
`CC(C)COP(=O)(c1ccc(N(C)C)cc1)C(Nc1ccccc1)c1ccccc1` (stereo not given) gave OX1R antagonist -32 and CHT PAM inactive.
`O=[N+]([O-])c1ccc(N/N=C\c2ccccc2OCc2ccccc2)cc1` gave OX1R antagonist 6 and CHT PAM inactive.
`Cc1ccc(Nc2nc(CSc3nnnn3-c3ccccc3)cs2)cc1` gave OX1R antagonist -1 and CHT PAM inactive.
Screening COc1oc(-c2ccc(Cl)cc2)nc1C(F)(F)F returned OX1R antagonist -15 and CHT PAM inactive.
For CSc1ccc(S(=O)(=O)NC2CC2)cc1 the results were OX1R antagonist 5 and CHT PAM inactive.
`C/C(CC(=O)NCc1ccco1)=N\NC(=O)Cc1ccc(Cl)cc1` gave OX1R antagonist -22 and CHT PAM inactive.
O=C(O)COc1cccc2ccccc12 was read as OX1R antagonist -2 and CHT PAM inactive.
`CCN(CC)C(=O)CSc1nnc2nnc3cc(Cl)ccc3n12` gave OX1R antagonist -27 and CHT PAM inactive.
Screening CC(C)c1ccc(OCC(=O)NCc2ccccc2)cc1 returned OX1R antagonist -17 and CHT PAM inactive.
Cc1cc2ncc(-c3ccc(Cl)cc3)c(N)n2n1 was read as OX1R antagonist -19 and CHT PAM inactive.
For O=C(c1ccc(Cn2cc(Br)cn2)cc1)N1CCN(c2ccccc2)CC1 the results were OX1R antagonist -14 and CHT PAM inactive.
Screening CCOc1ccc(C(=O)NC2CCN(C(=S)NCc3ccco3)CC2)cc1 returned OX1R antagonist -8 and CHT PAM inactive.
`COc1ccc(Br)cc1CN(C)CC(=O)Nc1c(Cl)cccc1Cl` gave OX1R antagonist -27 and CHT PAM inactive.
Cc1ccc(CSc2nc(-c3ccccc3)c(C#N)c(=O)[nH]2)cc1 was read as OX1R antagonist -15 and CHT PAM inactive.
CSc1nc(N)nc(SCC(=O)Nc2cccc(F)c2)c1C#N was read as OX1R antagonist 16 and CHT PAM inactive.
Screening O=C(COc1ccccc1[N+](=O)[O-])Nc1cc(Cl)ccc1C(=O)O returned OX1R antagonist 3 and CHT PAM inactive.
COc1ccc(N2CCN(C(=O)COC(=O)CNC(=O)c3ccc(C)cc3)CC2)cc1 was read as OX1R antagonist -12 and CHT PAM inactive.
Screening C/C(=N\NC(=O)C1CC1)c1ccc(Cl)cc1 returned OX1R antagonist 1 and CHT PAM inactive.
Screening Cn1c(=O)c2c(nc(NCCCN3CCOCC3)n2Cc2cccc(Cl)c2)n(C)c1=O returned OX1R antagonist -16 and CHT PAM inactive.
`CCCCCCCNC(=O)C1(CC2CC(c3cccc(Br)c3)=NO2)CCN(C(=O)c2cc(OCC)c(OCC)c(OCC)c2)CC1` (stereo not given) gave OX1R antagonist -52 and CHT PAM inactive.
Cc1cccc(C)c1NC(=O)Cn1nnnc1N was read as OX1R antagonist -10 and CHT PAM inactive.
Screening Cc1ccc(Cn2c(C)cc3c(c2=O)C(c2cccs2)C(C#N)=C(N)O3)cc1 (stereo not given) returned OX1R antagonist -30 and CHT PAM inactive.
Screening CCOC(=O)NC1(NCc2ccccc2)Oc2ccccc2O1 returned OX1R antagonist 2 and CHT PAM inactive.
`O=C1C2CC=CCC2C(=O)N1c1n[nH]c(-c2ccccc2)n1` (stereo not given) gave OX1R antagonist -12 and CHT PAM inactive.
Screening O=C(O)Cn1nnc(-c2cccs2)n1 returned OX1R antagonist 1 and CHT PAM inactive.
`COc1cc(CNCCN2CCOCC2)ccc1OCc1ccc(Cl)cc1` gave OX1R antagonist -15 and CHT PAM inactive.
For CC(=O)c1ccc(-n2ccc(=O)cc2)cc1 the results were OX1R antagonist -13 and CHT PAM inactive.
`Cn1c(=O)n(C)c2cc([N+](=O)[O-])c(N3CCN(C(=O)c4cccc(F)c4)CC3)cc21` gave OX1R antagonist -13 and CHT PAM inactive.
For Cc1c(NC(=O)COC(=O)CSc2ccc([N+](=O)[O-])cc2)c(=O)n(-c2ccccc2)n1C the results were OX1R antagonist -21.
`COCCNC(=O)C1CCC(CNS(=O)(=O)c2cccc3nsnc23)CC1` (stereo not given) gave OX1R antagonist 7 and CHT PAM inactive.
For CCCCCC(=O)Nc1c(-c2ccc(OC)cc2)c(=O)c2ccccc2n1C the results were OX1R antagonist -25 and CHT PAM inactive.
`CCSc1ncnc2sc3c(c12)CCC3` gave OX1R antagonist 1 and CHT PAM inactive.
Screening CCNc1nc(Cl)nc(N(NC(C)=O)C(C)C)n1 returned OX1R antagonist -11 and CHT PAM inactive.
For CC(=O)Nc1cc(S(=O)(=O)Nc2cccc(C)c2)c(C)cc1C the results were OX1R antagonist -13 and CHT PAM inactive.
Cc1cccc(C(=O)NCC(c2ccco2)N2CCc3ccccc32)c1 (stereo not given) was read as OX1R antagonist -35 and CHT PAM inactive.
`Cc1ccc(S(=O)(=O)/N=C(/Nc2ccc3[nH]c(=O)[nH]c3c2)c2ccccc2)cc1` gave OX1R antagonist -6 and CHT PAM inactive.
`CC1CCN(CCCNC(=O)c2n[nH]c(=O)c3ccccc23)CC1` gave OX1R antagonist 6 and CHT PAM inactive.
For Cc1nnc(SCc2ccccc2)n1CC1CCCO1 (stereo not given) the results were OX1R antagonist -2 and CHT PAM inactive.

In the list so far, 9 contain two or more sulfur atoms.
`Cc1nnc(SCc2cc(=O)[nH]c(N3CCN(C)CC3)n2)s1` gave OX1R antagonist -5 and CHT PAM inactive.
Cc1nnc(SCC(=O)Nc2ccc(S(N)(=O)=O)cc2)n(N)c1=O was read as OX1R antagonist 6.
For CCSc1nnc2ccc(-c3cccs3)nn12 the results were OX1R antagonist 0 and CHT PAM inactive.
`Cc1ccc(C)c(-n2c(-c3csc(C)c3)n[nH]c2=S)c1` gave OX1R antagonist -16 and CHT PAM inactive.
`Cc1ccc(Nc2nc(CSc3nnnn3-c3ccccc3)cs2)cc1` gave OX1R antagonist -1 and CHT PAM inactive.
For CSc1ccc(S(=O)(=O)NC2CC2)cc1 the results were OX1R antagonist 5 and CHT PAM inactive.
CSc1nc(N)nc(SCC(=O)Nc2cccc(F)c2)c1C#N was read as OX1R antagonist 16 and CHT PAM inactive.
`COCCNC(=O)C1CCC(CNS(=O)(=O)c2cccc3nsnc23)CC1` (stereo not given) gave OX1R antagonist 7 and CHT PAM inactive.
`CCSc1ncnc2sc3c(c12)CCC3` gave OX1R antagonist 1 and CHT PAM inactive.

Continued.
For O=C(Cn1c(=O)oc2cc(S(=O)(=O)N3CCCC3)ccc21)N1CCN(c2ccccc2F)CC1 the results were OX1R antagonist -26 and CHT PAM inactive.
For CC(C)N(Cc1nc(-c2ccc(Cl)cc2)no1)C(=O)/C=C/c1ccccc1 the results were OX1R antagonist -53 and CHT PAM inactive.
O=C(CN1CCN(S(=O)(=O)c2cccc(Br)c2)CC1)NCCc1cccs1 was read as OX1R antagonist -5.
`CS(=O)(=O)Nc1nnc(C2CCCC2)s1` gave OX1R antagonist -8 and CHT PAM inactive.
Screening COCCCN(Cc1ccco1)C(=O)Cn1ncc2c([nH]c3ccccc32)c1=O returned OX1R antagonist -2 and CHT PAM inactive.
O=C(NCc1ccccc1)c1ccc2c(c1)C(=O)N(CC1CCCO1)C2=O (stereo not given) was read as OX1R antagonist -8 and CHT PAM inactive.
Screening O=C1N[C@@H](Cc2ccccc2)C(=O)N2[C@@H]3N(S(=O)(=O)c4ccc(F)cc4)c4ccccc4[C@]3(Br)C[C@@H]12 returned OX1R antagonist -33 and CHT PAM inactive.
Screening Cc1ccc(S(=O)(=O)Nc2ccc(NC(=O)c3ccc(F)cc3)cc2)cc1 returned OX1R antagonist 3 and CHT PAM inactive.
`O=C(NC1CC1)C1CC(=O)N(c2ccccc2)C1` (stereo not given) gave OX1R antagonist -14 and CHT PAM inactive.
`Cc1c(NC(=O)CSc2nnnn2-c2ccc(F)cc2)c(=O)n(-c2ccccc2)n1C` gave OX1R antagonist -4 and CHT PAM inactive.
For O=C(Nc1ccccc1)Nc1ccc(C(F)(F)F)cn1 the results were OX1R antagonist -16 and CHT PAM inactive.
